SIAH1 antagonists: Siah-1 peptide-binding antagonists, primary screen, biochemical, fluorescence polarization, rhodamine-plectin, uHTS (AID 1817) | Siah-1 / rhodamine-plectin peptide fluorescence polarization; higher % means a stronger effect | 290,000 compounds, 0.02% hits | displacement, % at 20 µM; hits with a dose series show IC50 in µM;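 active = displacement of at least 50% at 20 µM, with a fluorescence ratio check between 0.3 and a set limit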;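 also: plate controls were Siah plus tracer with DMSO for no effect and tracer alone without Siah for full effect; strong numbers were not always called active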
GPR55 beta-arrestin: GPR55 agonists via beta-arrestin recruitment, primary screen, imaging, U2OS cells, beta-arrestin-GFP redistribution (AID 1961); U2OS GPR55 beta-arrestin-GFP redistribution imaging; higher % means a stronger effect; 290,000 compounds, 0.048% hits; activation, % at 10 µM, or EC50 in µM where a hit was titrated;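 active = activation above 40% with more than 50 cells counted in the well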;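 also: U2OS osteosarcoma cells stably expressing GPR55 and beta-arrestin-GFP; plate controls were DMSO negative control for no effect and LPI positive control for full effect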
HIV peptide binding: inhibitors of HIV fusion peptide binding, primary screen, biochemical, uHTS, fluorescence dequenching (AID 1986) | cell-free peptide binding, fluorescence dequenching, 30 min; higher % means a stronger effect | inhibition, % at 20 µM; hits with a dose series show IC50 in µM | 290,000 compounds, 0.3% hits; in the data active = inhibition mostly above about 52%, no sharp cut-off; inactive = mostly below about 76%; also: some results filed as inactive read as strong as hits
KOR beta-arrestin-1: kappa opioid receptor blockers – cell-based, luminescence, uHTS (AID 1778). KOR beta-arrestin recruitment, luminescence, antagonist mode; higher % means a stronger effect. 290,000 compounds, 0.091% hits. one-dose inhibition, % at 10 µM; IC50 in µM for titrated hits; in the data active = inhibition above about 50%; also: strong numbers were not always called active
KOR beta-arrestin-2: KOR agonists, beta-arrestin recruitment, primary screen, cell-based, luminescence, uHTS (AID 1777) | 280,000 compounds, 0.02% hits | KOR beta-arrestin recruitment, luminescence; higher % means a stronger effect | one-dose activation, % at 10 µM; EC50 in µM for titrated hits; in the data active = activation above about 50%, passing the limit was not always enough; also: a part of the inactive calls stands beside numbers as strong as those of hits
AID2073: inhibitors of Mint1-CaV2.2 protein interaction, biochemical, HTRF (AID 2073) | HTRF protein-protein interaction, Mint1-CaV2.2; higher % means a stronger effect | one-dose inhibition, % at 20 µM; IC50 in µM for titrated hits | 290,000 compounds, 0.19% hits; in the data active = inhibition mostly above about 51%, no sharp cut-off; also: some results filed as inactive read as strong as hits
GPR35 arrestin U2OS: GPR35 antagonists blocking zaprinast-driven arrestin recruitment, primary screen, imaging, U2OS, beta-arrestin-GFP, zaprinast agonist (AID 2058); U2OS GPR35 beta-arrestin-GFP translocation imaging, zaprinast antagonism; higher % means a stronger effect; 290,000 compounds, 0.052% hits; inhibition, % at 10 µM, or IC50 in µM where a hit was titrated;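 active = inhibition of at least 50% with at least 30 cells and total cytoplasm GFP at most 10,000,000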
GPR55 antagonists: GPR55 antagonists blocking LPI-driven arrestin recruitment, primary screen, imaging, U2OS, beta-arrestin-GFP, LPI agonist (AID 2013); U2OS GPR55 beta-arrestin-GFP translocation imaging, LPI antagonism; higher % means a stronger effect; one-dose inhibition, % at 10 µM; IC50 in µM for titrated hits; 290,000 compounds, 0.13% hits;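 active = spots per cell inhibited over 60%, with over 100 cells counted and total cytoplasm intensity under 500,000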;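 also: U2OS cells stably carrying GPR55 and arrestin-GFP stimulated by 5 µM LPI near EC80; imaged beta-arrestin-GFP aggregate spots per cell after agonist stimulation; plate controls were LPI-stimulated DMSO wells for no effect and DMSO wells without LPI for full effect; some results filed as inactive read as strong as hits; confirmed hits need IC50 under 10 µM and bright autofluorescent wells are also inconclusive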
NOD1 inhibition: NOD1 signaling inhibitors, primary screen, cell-based, luminescence, uHTS (AID 1578); 290,000 compounds, 1% hits; inhibition, % at 4 µM, or EC50 in µM where a hit was titrated; NOD1-driven NF-kB luciferase reporter cells, luminescence; higher % means a stronger effect; in the data active = inhibition mostly above about 36%, no sharp cut-off; inactive = mostly below about 34%;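 also: HEK-293T reporter cells stimulated with the NOD1 agonist gamma-tri-DAP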
Starred values were filed as active, the others as inactive; / = not tested or not shown; [ ] = remark or other dose. Some of the compounds tested. The share of hits here may be higher or lower than overall.

The opening eleven compounds, to show the layout:
SMILES	SIAH1 antagonists	GPR55 beta-arrestin	HIV peptide binding	KOR beta-arrestin-1	KOR beta-arrestin-2	AID2073	GPR35 arrestin U2OS	GPR55 antagonists	NOD1 inhibition
Oc1ccc(Nc2nc(N3CCCC3)c3ccccc3n2)cc1	-1%	0.3%	0.3%	-36%	-4.5%	9%	-4%	34%	2%
Cc1ccc(-c2c(NC(=O)c3ccco3)oc3ccccc3c2=O)cc1	1%	-0.1%	0.6%	-27%	0.8%	12%	22%	-12%	-7%
CCN(CC)C(=O)Cn1cc(S(=O)(=O)CC(=O)NCc2ccc(F)cc2)c2ccccc21	10%	0.4%	0.9%	25%	-1.5%	15%	1%	15%	-34%
COc1cc(NC(=O)COc2ccc3c(C)cc(=O)oc3c2C)cc(OC)c1OC	-1%	-0.1%	0.4%	-8%	2.3%	1%	7%	-2%	-6%
Cc1ccc(NC(=O)/C(=C/c2cccc([N+](=O)[O-])c2)NC(=O)C2CCCCC2)c(C)c1	-2%	-0.1%	-3.1%	-38%	4.9%	15%	-1%	5%	-25%
Cc1ccc2nc(Nc3ccccc3)cc(C)c2c1	1%	0.6%	-0.1%	-48%[20 µM]	0.2%	11%	-7%	13%	-30%
Cc1cccc(Cc2nnc(CCC(=O)N(C)CCc3ccccc3)o2)c1	-2%	0.3%	0.4%	-29%	0.5%	14%	9%	6%	41%
CCN(CC)c1ccc(NC(=S)NC(=O)c2cccs2)cc1	-6%	-0.2%	-1.5%	-15%	4.1%	4%	-2%	-4%	-63%
COc1ccc(N(C(C)C(=O)N/N=C/c2ccc(OC)c(OC)c2)S(C)(=O)=O)cc1 (configuration not stated)	7%	-0.6%	-1.4%	-14%	-5.8%	-9%	-5%	8%	-15%
O=C(Nc1ccc2ccccc2c1)Nc1ccc2snnc2c1	-1%	-0.1%	-1.3%	31%	-1.9%	4%	-16%	-4%	45%
Cn1c(C(=O)NCc2cccnc2)cc2sccc21	-1%	-0.1%	-1.5%	26%	7.4%	-3%	5%	-3%	0%

The whole of this part, from the first entry:
SMILES	SIAH1 antagonists	GPR55 beta-arrestin	HIV peptide binding	KOR beta-arrestin-1	KOR beta-arrestin-2	AID2073	GPR35 arrestin U2OS	GPR55 antagonists	NOD1 inhibition
Oc1ccc(Nc2nc(N3CCCC3)c3ccccc3n2)cc1	-1%	0.3%	0.3%	-36%	-4.5%	9%	-4%	34%	2%
Cc1ccc(-c2c(NC(=O)c3ccco3)oc3ccccc3c2=O)cc1	1%	-0.1%	0.6%	-27%	0.8%	12%	22%	-12%	-7%
CCN(CC)C(=O)Cn1cc(S(=O)(=O)CC(=O)NCc2ccc(F)cc2)c2ccccc21	10%	0.4%	0.9%	25%	-1.5%	15%	1%	15%	-34%
COc1cc(NC(=O)COc2ccc3c(C)cc(=O)oc3c2C)cc(OC)c1OC	-1%	-0.1%	0.4%	-8%	2.3%	1%	7%	-2%	-6%
Cc1ccc(NC(=O)/C(=C/c2cccc([N+](=O)[O-])c2)NC(=O)C2CCCCC2)c(C)c1	-2%	-0.1%	-3.1%	-38%	4.9%	15%	-1%	5%	-25%
Cc1ccc2nc(Nc3ccccc3)cc(C)c2c1	1%	0.6%	-0.1%	-48%[20 µM]	0.2%	11%	-7%	13%	-30%
Cc1cccc(Cc2nnc(CCC(=O)N(C)CCc3ccccc3)o2)c1	-2%	0.3%	0.4%	-29%	0.5%	14%	9%	6%	41%
CCN(CC)c1ccc(NC(=S)NC(=O)c2cccs2)cc1	-6%	-0.2%	-1.5%	-15%	4.1%	4%	-2%	-4%	-63%
COc1ccc(N(C(C)C(=O)N/N=C/c2ccc(OC)c(OC)c2)S(C)(=O)=O)cc1 (configuration not stated)	7%	-0.6%	-1.4%	-14%	-5.8%	-9%	-5%	8%	-15%
O=C(Nc1ccc2ccccc2c1)Nc1ccc2snnc2c1	-1%	-0.1%	-1.3%	31%	-1.9%	4%	-16%	-4%	45%
Cn1c(C(=O)NCc2cccnc2)cc2sccc21	-1%	-0.1%	-1.5%	26%	7.4%	-3%	5%	-3%	0%
COc1ccc(Cl)cc1NC(=O)c1nnn(CC(=O)Nc2cc(C)cc(C)c2)c1N	-1%	-0.1%	-2.6%	-39%	-4.6%	34%	0%	-12%	-31%
CC(C)c1ccc(O)c(NC(=S)NC(=O)c2cccnc2)c1	4%	-0.3%	-2.7%	13%	-3.3%	8%	-6%	-2%	-39%
Cc1ccc(CNC(=O)C(C)C2Sc3ccccc3NC2=O)cc1 (configuration not stated)	-1%	0.2%	-1.4%	13%	4.4%	12%	11%	15%	1%
O=C(N/N=C\c1ccccn1)C1c2ccccc2Oc2ccccc21	0%	-0.1%	-1.5%	-13%	-2.4%	-5%	-8%	6%	-23%
COc1ccc(CNC(=O)C(=O)NCc2cccnc2)cc1	-2%	0.1%	1.0%	-15%[20 µM]	/	-12%	6%	-9%	-29%
COc1ccc(S(=O)(=O)n2cnc3ccccc32)cc1	2%	-0.1%	1.8%	-30%[20 µM]	2.8%	-3%	-12%	11%	-14%
CC(C)(C)n1nnnc1C(c1cccnc1)N1CCN(c2ccccn2)CC1 (configuration not stated)	1%	0.3%	0.7%	14%[20 µM]	/	-4%	13%	11%	-24%
C=CCn1c(CNc2ccc(C)cc2)nnc1SCC(=O)N/N=C/c1ccc(O)cc1	-3%	0.3%	-4.0%	25%	0.7%	0%	-6%	-15%	-25%
CCOC(=O)c1c(NC(=O)/C=C/c2ccc3c(c2)OCO3)sc(C)c1CC	5%	-0.1%	-2.5%	20%	0.6%	11%	22%	18%	-38%
O=C(Nc1ccccc1)c1ncoc1-c1ccc(Cl)cc1	11%	0.1%	-1.1%	1%	-0.3%	6%	12%	7%	-16%
Cc1cc(NS(=O)(=O)c2ccc(NC(=S)NCc3ccccc3)cc2)no1	-5%	-0.8%	2.1%	3%	-5.0%	7%	8%	2%	-19%
COc1ccc(/C=C/C(=O)NCc2cn(C)nc2C)cc1COc1ccc(Br)cc1	0%	-0.1%	-3.2%	4%	0.8%	27%	10%	23%	6%
COc1ccc(NS(=O)(=O)c2ccc(N3CCCC3=O)cc2)cn1	0%	0.6%	0.2%	-17%	-1.3%	-1%	34%	0%	-16%
CC[C@H](C)/C=C(C)/C=C/C1=CC2=CC(=O)[C@]3(C)OC(=O)[C@@H](C(C)=O)[C@@H]3C2=CO1	17%	0.2%	45%	0%	-0.4%	56%	25%	24%	10%
CC(=O)N=C(N)Sc1nc2ccccc2[nH]1	4%	-0.2%	-1.5%	-10%	-1.4%	11%	-6%	1%	-22%
C=CCNC(=O)N1CCCC(N2CCN(c3ccccc3OC)CC2)C1 (configuration not stated)	12%	-0.4%	-0.2%	-61%[20 µM]	-3.9%	-5%	-4%	-4%	-37%
Cc1cccc(CSCCNC(=O)c2ccc(N(C)S(=O)(=O)c3ccccc3)cc2)c1	0%	-0.1%	-3.0%	-15%	4.1%	-6%	10%	14%	/
CN1C=C/C(=C\c2cc[n+](C)c3ccccc23)c2ccccc21	3%	-0.1%	-0.2%	39%	-3.1%	-12%	13%	9%	21%
COc1cccc(OCCCN2CCN(S(=O)(=O)c3ccc(NC(C)=O)cc3)CC2)c1	-2%	-0.1%	0.0%	15%	-9.6%	-5%	-4%	-4%	26%
COc1cc(OC)cc(-c2nnc(SCC(=O)N3CCCCC3)o2)c1	2%	0.2%	-0.1%	1%	-4.1%	4%	-7%	-2%	-13%
O=C1C(Cc2ccc3[nH]ccc3c2)NC(=S)N1c1ccccc1 (configuration not stated)	6%	0.0%	0.4%	23%	-0.7%	-16%	10%	1%	-6%
COc1ccc(S(=O)(=O)Cc2ccc(C(=O)NCCc3ccc(S(N)(=O)=O)cc3)o2)cc1	-2%	-0.1%	0.2%	5%	6.6%	-2%	4%	-5%	-4%
CCOC(=O)C1CCCN(C(=O)COc2ccc(N(C)S(=O)(=O)c3ccc(F)cc3)cc2)C1 (configuration not stated)	-3%	0.5%	-0.9%	4%	-4.1%	4%	13%	-2%	-13%
CC(C)C(=O)N1CCN(c2ccc(NC(=O)c3ccc([N+](=O)[O-])o3)cc2Cl)CC1	6%	-0.3%	-1.5%	16%	-2.7%	8%	-6%	12%	17%
CCc1ccc(-c2ccc3nnc(SC)n3n2)cc1	6%	-0.1%	-1.4%	-10%	-3.3%	28%	-6%	-5%	-13%
Cc1ccc(OCCC(=O)Nc2c(C)n(C)n(-c3ccccc3)c2=O)cc1	0%	-0.2%	-0.1%	-1%	1.9%	-4%	2%	-5%	-21%
O=C(NCc1cccs1)C1CC(=O)N(c2ccc(F)cc2)C1 (configuration not stated)	5%	-0.2%	6.4%	9%	-0.9%	2%	-2%	4%	-6%
COc1ccc(OC)c(C(=O)c2coc3ccc(OC(C)=O)cc23)c1	5%	-0.2%	4.4%	-9%	0.6%	8%	5%	-2%	-34%
COc1ccc(-c2nc(Cn3c(SCc4ccccc4F)nc4ccncc43)c(C)o2)cc1	15%	0.6%	0.1%	-8%	3.9%	3%	9%	-8%	-63%
O=C(CSc1nnc(-c2cccs2)n1Cc1ccco1)Nc1ccc2c(c1)OCO2	9%	0.2%	-1.1%	59%	4.0%	-28%	-8%	1%	-36%
COc1ccc(OC)c2[nH]c(=O)c(CCNC(=O)c3ccc(S(=O)(=O)N4CCCC4)cc3)cc12	4%	-0.1%	-1.9%	-10%	0.9%	4%	6%	-12%	22%
Cc1ccc(S(=O)(=O)N2CCC(=O)CC2)cc1	-6%	0.3%	-0.3%	-21%	10%	-4%	7%	21%	-4%
